Screening results deposited in PubChem by The Scripps Research Institute Molecular Screening Center.
M1 antag = human M1 muscarinic receptor antagonists, primary screen, CHO-K1 cells, Fluo-8 calcium fluorescence, 1536-well. CHO-K1 hM1, ACh EC80 antagonist. 360,000 tested, 1.3% active. inhibition, % at 3 µM. AID 588852, 2011. Muscarinic acetylcholine receptor M1 (Homo sapiens), P11229;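 active = percent inhibition above its own plate's cutoff, namely the mean of that plate's compound wells plus 3 SD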;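 also: peak over basal fluorescence ratio during 140 s after agonist addition; 0% = ACh EC80 plus DMSO and 100% = DMSO alone without agonist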
OXTR potentiator = human OXTR potentiators, primary screen, fluorescence, CHO-OTR cells, Fluo-8 calcium; 320,000 tested, 0.061% active; activation, % at 3 µM; Fluo-8 calcium fluorescence, potentiator mode; 0% = oxytocin EC15, 100% = EC100; AID 2445, 2010;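 active = activation above that plate's cutoff, the mean activation of tested compounds plus 3 SD, cut at about 6.6% in these data, passing the limit was not always enough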;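 also: 100% uses oxytocin at 75 nM as the full agonist control; some results filed as inactive read as strong as hits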
Target sequence (P30559 whole entry, looked up): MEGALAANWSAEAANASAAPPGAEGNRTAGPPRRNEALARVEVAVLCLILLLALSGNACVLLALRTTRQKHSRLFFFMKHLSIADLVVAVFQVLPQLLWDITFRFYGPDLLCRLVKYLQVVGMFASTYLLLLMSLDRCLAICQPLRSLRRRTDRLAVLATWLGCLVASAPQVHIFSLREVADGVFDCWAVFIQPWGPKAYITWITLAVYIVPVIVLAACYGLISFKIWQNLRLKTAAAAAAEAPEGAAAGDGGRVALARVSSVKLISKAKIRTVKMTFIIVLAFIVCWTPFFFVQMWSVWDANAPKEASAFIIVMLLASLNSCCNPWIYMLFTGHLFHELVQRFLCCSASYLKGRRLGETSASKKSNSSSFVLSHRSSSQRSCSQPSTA
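Measured by – Fluo-8 calcium dye fluorescence · Test system – human OTR in CHO cells · Dosing – one concentration, 3.0 µM compound · Controls – EC15 oxytocin alone as 0%, 75 nM oxytocin as 100% · Evaluation – normalized max/min fluorescence ratio, % activation · Timing – 6 min pre-incubation, 100 s read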
M1 PAM = human M1 muscarinic receptor positive allosteric modulators, primary screen, CHO-K1 cells, Fluo-8 calcium fluorescence, 1536-well; Muscarinic acetylcholine receptor M1 (Homo sapiens), P11229; CHO-K1 hM1, ACh EC20; 0% = ACh EC20, 100% = maximal ACh; activation, % at 3 µM; 360,000 tested, 0.088% active; AID 588819, 2011; in the data active = activation above about 19%, passing the limit was not always enough
OXTR ag = human OXTR agonists, primary screen, fluorescence, CHO-OTR cells, Fluo-8 calcium | Oxytocin receptor (Homo sapiens), P30559 | 320,000 tested, 0.32% active | Fluo-8 calcium fluorescence; normalized: DMSO 0%, oxytocin 100% | activation, % at 3 µM;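 active = activation above the mean of all tested compounds plus 3 SD, cutoff set per screening run, cut at about 20% in these data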;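 also: peak over basal fluorescence ratio from a 100 s FLIPR kinetic read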
TAAR1 antag = human TAAR1 antagonists, primary screen, Fluo-8 calcium fluorescence, CHO RD-HGA16 cells. inhibition, % at 3 µM. AID 624466, 2012. antagonist. 360,000 tested, 1.5% active;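 active = inhibition above a per-plate cutoff, the mean inhibition of test compounds on that plate plus 3 SD, cut at about 49% in these data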;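 also: 0% = DMSO plus EC80 beta-PEA response and 100% = DMSO alone without agonist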
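System: CHO RD-HGA16 cells bearing hTAAR1. Reagent: EC80 β-phenethylamine stimulus. Schedule: seeding 17-24 h prior, 75-min 37 °C, 30-min RT dye loading. Signal: Fluo-8 intracellular calcium dye fluorescence, real-time kinetic reads. Read-out: % inhibition from peak post-agonist over basal fluorescence ratio. Benchmarks: vehicle wells and EC80 agonist wells. Replicates: n of 1.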
CHO parental Ca = ATP-evoked calcium signal inhibitors, parental CHO, primary screen, counter-screen for OX1R antagonist project, cell-based, fluorescence, Fluo-8 calcium dye | inhibition, % at 5.6 µM | 330,000 tested, 0.63% active | AID 463079, 2010 | parental CHO-K1, ATP-induced calcium, Fluo-8 fluorescence;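 active = inhibition above that plate's mean sample inhibition plus 3 SD, cut at about 26% in these data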;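 also: 0% = ATP-challenged DMSO wells and 100% = DMSO wells without ATP; some compounds past the cut are filed as inactive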
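Test system: untransfected parental CHO cell line. Compound: one dose, 5.6 µM nominal. Detection: intracellular calcium via Fluo-8 no-wash fluorescent dye. Measure: % inhibition. Benchmarks: ATP-challenged DMSO wells low, unchallenged DMSO wells high.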
V1R ag counter = agonists of human V1a receptor, primary screen, counter-screen for OXTR agonist project, fluorescence, CHO-V1R cells. 320,000 tested, 0.25% active. Fluo-8 calcium fluorescence, agonist mode; 0% DMSO, 100% 3 nM vasopressin. AID 2797, 2010. activation, % at 3 µM;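 active = activation above the mean activation of all tested compounds plus 3 SD, per screening run, cut at about 20% in these data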;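 also: signal is peak over basal fluorescence ratio across a 100 second FLIPR read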
Target sequence (P37288 whole entry, looked up): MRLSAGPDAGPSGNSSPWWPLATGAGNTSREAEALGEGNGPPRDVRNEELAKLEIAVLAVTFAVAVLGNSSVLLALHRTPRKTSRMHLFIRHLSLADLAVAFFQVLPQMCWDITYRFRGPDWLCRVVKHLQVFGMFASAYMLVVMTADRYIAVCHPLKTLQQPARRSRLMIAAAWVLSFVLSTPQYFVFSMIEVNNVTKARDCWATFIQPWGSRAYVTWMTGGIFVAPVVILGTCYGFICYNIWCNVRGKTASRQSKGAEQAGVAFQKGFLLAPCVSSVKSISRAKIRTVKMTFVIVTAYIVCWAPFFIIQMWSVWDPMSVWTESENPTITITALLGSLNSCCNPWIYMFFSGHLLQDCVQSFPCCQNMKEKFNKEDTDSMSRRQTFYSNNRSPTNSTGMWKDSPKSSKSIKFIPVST
TAAR1 ag = human TAAR1 agonists, primary screen, Fluo-8 calcium fluorescence, CHO RD-HGA16 cells; Trace amine-associated receptor 1 (Homo sapiens), Q96RJ0; vehicle wells 0%, saturating PEA agonist 100%; activation, % at 3 µM; 360,000 tested, 0.99% active; AID 624467, 2012;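 active = activation above the mean activation of all test compounds in the run plus 3 SD, cut at about 38% in these data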
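System: CHO-derived RD-HGA16 cells with stable Gα16 and human TAAR1 / Times: 17-24 h plating, Fluo-8 75 min 37 °C, 30 min RT / Technique: calcium-sensitive Fluo-8 signal, excitation 470-495, emission 515-575 nm / Measure: % activation relative to PEA EC100 response / Benchmarks: DMSO and PEA EC100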
M1 ag = human M1 muscarinic receptor agonists, primary screen, Fluo-8 calcium fluorescence, CHO-K1 cells, HTS; Muscarinic acetylcholine receptor M1 (Homo sapiens), P11229; activation, % at 3 µM; CHO-K1 hM1, agonist mode; 0% DMSO, 100% acetylcholine EC100; 360,000 tested, 0.33% active; AID 588814, 2011;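 active = activation above the run's mean compound activation plus 3 SD, cut at about 16% in these data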;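 also: peak over basal fluorescence ratio within a 140 s kinetic read after compound addition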
* hit, by the source's call; . = no result given. An unsorted share of the library; any-hit rate near 3.7%.

Below each compound: M1 antag	OXTR potentiator	M1 PAM	OXTR ag	TAAR1 antag	CHO parental Ca	V1R ag counter	TAAR1 ag	M1 ag
- O=C(NCc1ccccc1Cl)c1cc2ccccc2oc1=O
 : -9	0	8	-0.1	3	-5	0.3	2	-1
- CC[C@@H](C)CN1C(=O)N[C@@H](c2ccccc2)C(C(C)=O)=C1C
 : -1	-6	11	-0.9	13	-14	0.4	1	3
- CCOC(=O)Cc1csc(NC(=O)CCCN2C(=O)c3ccccc3C2=O)n1
 : -5	-5	7	0.6	6	1	0.3	13	-2
- CCCn1cc(CN2CCC(n3nccc3NC(=O)c3ccc4c(c3)OCO4)CC2)c(C)n1
 : -6	-15	6	-1.4	-15	4	-0.1	0	-5
- Cc1cc(NC(=O)c2cccc(S(=O)(=O)N3CCCCC3)c2)no1
 : -4	2	7	0.0	-22	-4	1.8	0	-4
- CCN(CC)S(=O)(=O)c1ccc(N2CCOCC2)c(NC(=O)c2ccc(=O)[nH]c2)c1
 : 5	-5	0	0.2	9	-4	1.5	1	-2
- Cc1ccc(/C=N/Nc2ccc(Cl)c(C(=O)O)c2)s1
 : -1	0	3	0.7	3	-7	-0.2	4	-7
- COC(=O)c1c[nH]n2c(=O)c(Cl)c(C)nc12
 : 0	-8	3	0.9	-4	-2	1.1	3	-6
- COc1cc(C(=O)C(=O)c2ccc(O)c(OC)c2)ccc1O
 : -13	1	5	0.8	0	6	0.9	1	-1
- Cc1nnc(-c2ccc(Oc3ccc(C)c(C)c3)c([N+](=O)[O-])c2)o1
 : 0	-11	10	-3.5	-19	-13	-1.3	-1	-10
- CCOC(=O)N1CCN(C(=O)c2cc(-c3ccncc3)nc3ccccc23)CC1
 : 7	-2	-3	1.4	36	0	-0.3	11	-1
- CCN(CC(=O)Nc1ccccc1OC)C(=O)c1ccc2[nH]c3c(c2c1)CC(C)CC3 (stereo not drawn)
 : 12	-11	-4	6.0	56*	-18	7.6	24	-1
- CCc1ccccc1NC(=S)N1CCN(c2cccc(OC)c2)CC1
 : -5	-12	8	1.4	-8	-14	1.4	3	3
- CC(=O)CSc1ccc(-c2nc3ccccc3[nH]2)cn1
 : -2	-2	-1	0.8	13	-13	-0.2	4	-2
- Cc1cc(=O)n(CC(=O)NCCN2CCOCC2)c2c1c(C)nn2-c1ccccc1
 : 2	-10	0	0.3	.	-6	-0.5	.	-3
- COc1ccc(-n2cccc2/C=C/[N+](=O)[O-])cc1
 : 3	-3	4	-2.0	0	5	-0.9	0	-1
- O=C(CSc1cccc[n+]1[O-])Nc1cc([N+](=O)[O-])ccc1Cl
 : 4	-9	2	0.6	-5	-2	1.5	0	-4
- CCN(CCO)C(=O)c1ccc2oc(Cc3ccc(Cl)cc3)nc2c1
 : -13	1	9	0.5	-14	-12	2.1	1	0
- O=[N+]([O-])c1cc([N+](=O)[O-])c2n[nH]c(-c3ccccc3)c2c1
 : -2	-7	6	-1.8	-1	-9	-0.7	-2	-5
- CCCCN(C(=O)C1CC(=O)N(Cc2ccc(C)cc2)C1)c1c(N)n(CCCC)c(=O)[nH]c1=O (stereo not drawn)
 : -7	-1	5	-0.1	-1	-6	-0.1	0	-2
- COc1cc(/C=C2\CCCc3c2nc2ccccc2c3C(=O)O)cc([N+](=O)[O-])c1O
 : -20	-8	14	1.0	-16	-6	-0.4	5	-2
- CC(Oc1ccc(F)cc1)C(=O)Nc1cc(S(=O)(=O)N2CCOCC2)ccc1N1CCCC1 (stereo not drawn)
 : -17	-9	18	-0.4	-18	-12	0.1	-1	2
- O=C(Cc1cccc2ccccc12)NNC(=O)c1ccc(Br)o1
 : 6	-9	1	0.2	0	-14	3.0	4	-5
- Cc1ccc(NC(=O)NCC2CCN(Cc3cccc(Cl)c3)CC2)cc1Cl
 : 0	-13	0	13	20	0	1.9	42*	-2
- COc1ccc(N2C(=O)CC(N3CCN(C(=O)c4ccco4)CC3)C2=O)cc1 (stereo not drawn)
 : -6	-5	9	1.0	3	1	-0.3	11	-7
- O=C(NCCc1cccs1)c1ccc(CS(=O)Cc2ccc(Cl)cc2)o1 (stereo not drawn)
 : 12	-7	-7	-0.3	3	-24	1.1	56*	-1
- COC(=O)C[C@H]1c2cc(C(F)(F)F)ccc2S(=O)(=O)N1C1CCCCC1
 : -8	-5	12	-2.8	-3	-25	-1.4	-2	-4
- COc1ccc(NC(=O)CC2Oc3ccccc3NC2=O)cc1 (stereo not drawn)
 : -9	0	4	0.2	2	-2	-0.2	0	-2
- CSCCNC(=O)C1(C)CCN1C(=O)c1cc(C)n(C)n1 (stereo not drawn)
 : -17	.	9	.	-4	.	.	0	-2
- CC(=O)c1ccccc1OC(=O)c1ccco1
 : -9	-1	16	0.1	2	-6	0.0	5	7

Two entries from above, as a markdown table:
| structure | M1 antag | OXTR potentiator | M1 PAM | OXTR ag | TAAR1 antag | CHO parental Ca | V1R ag counter | TAAR1 ag | M1 ag |
| --- | --- | --- | --- | --- | --- | --- | --- | --- | --- |
| CCN(CC(=O)Nc1ccccc1OC)C(=O)c1ccc2[nH]c3c(c2c1)CC(C)CC3 (stereo not drawn) | 12 | -11 | -4 | 6.0 | 56* | -18 | 7.6 | 24 | -1 |
| CCc1ccccc1NC(=S)N1CCN(c2cccc(OC)c2)CC1 | -5 | -12 | 8 | 1.4 | -8 | -14 | 1.4 | 3 | 3 |

(more compounds)
Below each compound: M1 antag	OXTR potentiator	M1 PAM	OXTR ag	TAAR1 antag	CHO parental Ca	V1R ag counter	TAAR1 ag	M1 ag
- COc1ccc(OC)c(Nc2nc(NCCO)c3ccccc3n2)c1
 : -11	-1	-1	-1.7	-24	-15	-1.8	5	-6
- O=C(NCc1ccco1)C1CC(c2ccccc2C(F)(F)F)=NO1 (stereo not drawn)
 : -4	-6	6	-0.6	3	-5	0.2	2	-4
- Cc1ccc(C(C)(C)C)cc1S(=O)(=O)Nc1ncnc2sccc12
 : 3	-5	0	1.6	-8	-27	0.8	4	-1
- CC(=O)Nc1ccc2c(c1)NC(=O)CC2
 : -4	-13	3	4.7	-13	-4	-0.1	0	-6
- CC(=O)N1CCN(C(=O)c2ccc(Cl)c(S(=O)(=O)N3CCCCCC3)c2)CC1
 : -5	-4	2	1.1	0	-7	0.0	3	-4
- COCCNC(=O)CSc1nc2nn(-c3ccccc3)c(=O)c-2c2n1CCCCC2
 : -1	-3	7	-2.5	-7	-9	-0.9	3	-14
- Cc1ccc(S(=O)(=O)N2CCN(C(=O)c3ccccc3OCc3c(C)noc3C)CC2)cc1C
 : -15	-13	1	6.7	-20	-23	5.2	11	-4
- COc1cc2c(cc1OC)-c1nnc(C)n1C1(CCCC1)C2
 : -4	1	4	0.9	-12	-3	0.7	2	-4
- COc1ccc(Cn2c(O)c(C=Nc3ccccc3)c3ccccc3c2=O)cc1
 : -10	-5	5	-0.8	-24	-22	0.1	1	-4
- Nc1ccccc1SCc1cn2cccnc2n1
 : -19	1	5	1.1	-22	-2	-0.9	0	-2
- O=C1C2CCCCN2C(=O)N1CCN1CCN(c2ccc([N+](=O)[O-])cc2)CC1 (stereo not drawn)
 : -10	-4	12	4.7	-6	-11	7.3	1	-3
- CC(OC(=O)C1CCN(c2ccc(C(F)(F)F)cn2)CC1)C(=O)Nc1ccc(S(N)(=O)=O)cc1 (stereo not drawn)
 : -4	-5	7	-0.5	-7	-2	0.9	7	-3
- CC(=O)c1ccc(-c2ccc(C(=O)Nc3nc(-c4ccccn4)cs3)o2)cc1
 : 24	-7	-15	0.7	44	1	0.7	12	-3
- CCOc1ncccc1C(=O)OCC(=O)c1ccc(OC)c(OC)c1
 : -6	-7	11	-0.4	7	-13	-1.5	4	-1
- COCCn1c(=N)c(S(=O)(=O)c2ccc(F)cc2)cc2c(=O)n3cccc(C)c3nc21
 : 0	-2	-4	0.3	-1	-9	-0.3	-1	-7
- O=C(C1CCCO1)N(c1ccc(F)cc1)C1C=CS(=O)(=O)C1 (stereo not drawn)
 : 7	1	-1	0.5	-24	4	1.4	3	-3
- COc1ccc([C@H]2N[C@]3(CCCN(Cc4ccccc4)C3=O)[C@H]3C(=O)N(C)C(=O)[C@@H]23)cc1
 : -17	.	13	.	-6	.	.	2	-3
- Cc1ccc(C(=O)Nc2ccccc2N2CCN(C(=O)C(C)C)CC2)cc1
 : 5	-2	-2	-2.5	31	-23	-0.6	10	-1
- COc1c2occc2c(OC)c2c(=O)cc(C(F)(F)C(F)(F)F)oc12
 : -13	0	8	-0.2	-17	-10	0.1	10	-4
- CC(=O)N1CCc2cc(S(=O)(=O)CCC(=O)NCCc3ccccc3)ccc21
 : -7	-13	4	-0.6	-9	9	-0.1	1	-1
- CCOc1ccc(NC(=O)CSc2nnc(NC(=O)C3CC3)s2)cc1
 : -8	-2	9	-0.1	2	-7	0.1	6	-3
- O=C(CN1C(=O)NC2(CCCC2)C1=O)Nc1nc2ccccc2[nH]1
 : -9	-1	15	1.8	-10	-2	0.8	3	-1
- COc1ccc(-c2cc(C(F)(F)F)n3nc(C(=O)N(C)Cc4ccccc4)cc3n2)cc1OC
 : -23	-14	11	-1.8	15	-21	-0.7	-2	-3
- COCCN1Cc2cccc(C(=O)N3CCN(c4cc(C)ccc4C)CC3)c2C1=O
 : -9	-6	0	0.0	-8	-20	0.3	2	-7
- COCC(C)N=Cc1c(O)[nH]c2ccccc12 (stereo not drawn)
 : 4	2	0	0.3	-9	-1	0.7	0	-4
- O=C(Nc1cccnc1Cl)c1cc(-c2ccco2)on1
 : 6	-9	-2	-2.8	-18	-27	-0.5	23	-1
- CCc1ccc(NC(=O)C2CCCN(S(=O)(=O)c3cccnc3)C2)cc1 (stereo not drawn)
 : -2	-4	-3	4.9	-7	-4	5.9	11	-1
- Cn1c(SCC(=O)Nc2cc(C(C)(C)C)nn2-c2ccccc2)nc2ccccc21
 : 0	-3	-3	-2.6	10	-31	-0.4	2	-7
